Screens from PubChem BioAssay.
Avidin fluor: compound fluoresces at 488/530 nm on avidin beads; compound fluorescence 488/530 nm, flow cytometry; stronger effect = higher value; fluorescence (KMESF) at 10 µM; 220,000 compounds, 0.38% hits; in the data active = fluorescence above about 47; also: inactives centre near 10
GSH bead fluor: compound fluoresces at 488/530 nm on GSH beads | GSH beads flow cytometry, compound fluorescence 488/530 nm; stronger effect = higher value | fluorescence (KMESF) at 10 µM | 190,000 compounds, 0.25% hits; in the data active = fluorescence above about 89;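 also: glutathione beads carrying GST-tagged Bcl family fusion proteins plus one bare bead set; values are compound well signal with DMSO vehicle wells as background; inactives centre near 16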
Rab7 wt GTP bind: alters GTP binding to wildtype dog Rab7; GST-Rab7 beads, fluorescent GTP binding, flow cytometry; actives lie on both sides; untreated = 100%, excess cold GTP = 0%; GTP binding activity (percent of control), % at 10 µM; 190,000 compounds, 0.055% hits;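 active = fluorescent GTP binding to Rab7 beads changed by at least 20 points from the 100% baseline, either direction, mostly lower; inconclusive = compound itself probably fluorescent, or too few beads counted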;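 also: median green fluorescence of bound Bodipy-FL-GTP per Rab7 bead population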
Rac1 act GTP bind: modulators of GTP binding to human Rac1 activated mutant; P63000; GST-Rac1 activated beads, fluorescent GTP binding, flow cytometry; actives lie on both sides; 100% means binding = to untreated wells; AID 764; percent activity (GTP binding), % at 10 µM; 190,000 compounds, 0.11% hits;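 active = GTP binding at least 20 percentage points away from the 100% baseline, in either direction, so actives lie on both sides; inconclusive = Compound likely fluorescent itself, or too few beads counted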
Pf gametocyte: kills late stage P. falciparum gametocytes; P. falciparum stage V gametocytes, ATP luminescence, 24 h; inhibition, % at 10.9 µM; AID 743093; 150,000 compounds, 0.065% hits;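 active = inhibition above the mean plus 3 SD of compounds within the control limits, set per campaign, cut at about 38% in these data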;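 also: 0% = DMSO wells and 100% = medium only without gametocytes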
ABCB1 inh: blocks JC-1 efflux by human ABCB1 transporter; CCRF-Adr cells, flow cytometry; inhibition, % at 6.6 µM; AID 1326; 190,000 compounds, 0.067% hits; in the data active = inhibition above about 40%;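 also: 0% = vehicle and 100% = reference inhibitor; higher value means more JC-1 retained so stronger ABCB1 efflux block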
Rac1 wt GTP bind: alters GTP binding to wildtype human Rac1. 190,000 compounds, 0.27% hits. GTP binding activity (% of control), % at 10 µM. GST-Rac1 beads, fluorescent GTP binding, flow cytometry; actives lie on both sides; 0 = cold GTP competed, 100 = untreated. P63000;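 active = GTP binding activity at least 20 points away from the 100% control level, either lower or higher; inconclusive = compound flagged as likely green fluorescent, judged across all proteins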
Cdc42 wt GTP: changes GTP binding to wildtype human Cdc42 | 190,000 compounds, 0.2% hits | percent activity (GTP binding), % at 10 µM | P60953 | GST-Cdc42 beads, Bodipy-GTP binding, flow cytometry; actives lie on both sides;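 active = percent activity GTP binding at least 20 points away from the 100% baseline, either down as inhibitor or up as activator; inconclusive = compound flagged as likely green fluorescent from well-wide comparison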;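 also: median bead fluorescence of bound Bodipy-FL-GTP at 100 nM; 0% = excess unlabeled GTP control and 100% = no compound control; below 100% means less GTP binding so inhibitor and above means activator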
Target sequence (P60953 whole entry, looked up): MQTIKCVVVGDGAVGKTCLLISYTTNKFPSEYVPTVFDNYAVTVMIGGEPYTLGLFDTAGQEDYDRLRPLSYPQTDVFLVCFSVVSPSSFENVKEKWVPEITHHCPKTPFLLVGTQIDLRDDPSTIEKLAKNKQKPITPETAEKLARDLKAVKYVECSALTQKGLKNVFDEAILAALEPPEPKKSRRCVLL
Rab2A wt mod: changes GTP binding to wildtype dog Rab2A, up or down | P61105 | GST-Rab2 wt beads, Bodipy-GTP binding, flow cytometry | GTP binding activity, % at 10 µM | 190,000 compounds, 0.19% hits;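 active = GTP binding activity at least 20 points away from 100%, either lowered or raised; inconclusive = signal likely due to the compound's own green fluorescence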;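 also: 0% = beads with excess unlabeled GTP and 100% = no-compound control corrected for plate trend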
ABCG2 inh: inhibitors of human ABCG2 transporter, ABCB1 counter-screen; Q9UNQ0; IgMXP3 cells, JC-1 efflux, flow cytometry; inhibition, % at 6.6 µM; 190,000 compounds, 0.1% hits;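 active = inhibition above 80%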;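 also: 0% = DMSO and 100% = nicardipine control wells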
Target sequence (Q9UNQ0 whole entry, looked up): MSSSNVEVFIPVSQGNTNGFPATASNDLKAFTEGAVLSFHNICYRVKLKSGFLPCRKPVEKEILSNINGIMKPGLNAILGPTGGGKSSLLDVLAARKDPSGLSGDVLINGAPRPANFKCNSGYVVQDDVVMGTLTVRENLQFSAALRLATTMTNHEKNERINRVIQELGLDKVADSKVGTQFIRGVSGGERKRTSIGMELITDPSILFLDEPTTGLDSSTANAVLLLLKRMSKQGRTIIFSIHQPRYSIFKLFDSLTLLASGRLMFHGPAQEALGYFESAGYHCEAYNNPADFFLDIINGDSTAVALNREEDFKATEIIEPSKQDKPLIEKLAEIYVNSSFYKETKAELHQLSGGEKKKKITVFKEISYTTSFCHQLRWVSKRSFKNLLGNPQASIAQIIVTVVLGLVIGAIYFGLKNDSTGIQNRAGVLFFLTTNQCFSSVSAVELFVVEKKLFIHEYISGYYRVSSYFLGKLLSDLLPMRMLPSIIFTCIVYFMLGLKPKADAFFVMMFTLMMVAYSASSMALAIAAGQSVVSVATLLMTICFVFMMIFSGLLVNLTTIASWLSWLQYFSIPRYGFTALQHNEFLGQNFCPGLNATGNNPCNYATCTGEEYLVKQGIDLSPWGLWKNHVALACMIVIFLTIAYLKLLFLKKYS
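Read-out basis: Efflux inhibition in percent versus controls | Test system: ABCG2 IgMXP3 and barcoded ABCB1 CCRF-Adr cell mix | Quantity: 3 million cells/mL in well | Schedule: 10 min at 25 °C | Control set: Nicardipine as high control, DMSO as low control | Reagent: JC-1 as fluorescent efflux pump substrate | Signal: Flow cytometry of retained JC-1 fluorescence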
HRas wt GTP bind: changes GTP binding to wildtype human HRas; P01112; GST-Ras wt beads, Bodipy-FL-GTP binding, flow cytometry; actives lie on both sides; GTP binding activity, % at 10 µM; 190,000 compounds, 0.14% hits; AID 759;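 active = GTP binding activity at least 20% away from the 100% baseline, either lowered as inhibitor or raised as activator; inconclusive = flagged as likely green fluorescent, judged across all proteins in the well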;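 also: 0% = unlabeled GTP competition control and 100% = no-compound control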
Target sequence (P01112 whole entry, looked up): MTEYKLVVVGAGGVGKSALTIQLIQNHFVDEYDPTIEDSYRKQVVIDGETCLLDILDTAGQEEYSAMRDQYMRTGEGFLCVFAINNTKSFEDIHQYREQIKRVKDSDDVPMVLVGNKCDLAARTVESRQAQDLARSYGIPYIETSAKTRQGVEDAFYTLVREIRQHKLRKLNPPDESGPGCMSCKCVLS
* hit, by the source's call; ? = inconclusive; . = no result given; & = joins results of further samples; ! = repeats disagree. An unsorted share of the library, and some 1.1% of all compounds hit somewhere here.

SMILES	Avidin fluor	GSH bead fluor	Rab7 wt GTP bind	Rac1 act GTP bind	Pf gametocyte	ABCB1 inh	Rac1 wt GTP bind	Cdc42 wt GTP	Rab2A wt mod	ABCG2 inh	HRas wt GTP bind
CC(C)c1ccc(NC(=O)c2ccc(NS(C)(=O)=O)cc2)cc1	11	29	100	97	-22	0.7	97	97	99	6	99
O=C1c2ccccc2-c2nccnc21	18	13	100	97	.	1.4	100	102	99	11	100
COC(=O)c1ccccc1NC(=S)NC(=O)COc1ccc(C(C)C)cc1	6	24	90	92	-5	0.1	100	95	90	1	91
CC1=C(C(=O)OCC2CCCO2)C(c2ccc(C)cc2)C2=C(CCCC2=O)N1 (stereo not given)	7	22	96	95	8	0.7	100	96	95	22	98
Cc1cccc(NC(=O)C2CCCN(S(=O)(=O)c3cccc4nonc34)C2)c1 (stereo not given)	9	14	97	98	.	0.2	103	96	100	6	98
COC(=O)c1ccc(C(C(=O)NCc2ccccc2)N(Cc2cccs2)C(=O)c2cnccn2)cc1 (stereo not given)	15	25	93	93	-8	-0.8	93	94	95	2	95
CCCCNC(=O)C(=O)N/N=C/c1ccc(OCc2ccccc2)cc1	28	58	93	98	.	-0.4	97	95	96	0	94
COc1ccccc1NC(=O)c1ccc(-c2nn(C)c(=O)c3ccccc23)cc1	9	22	96	96	16	0.7	94	96	94	2	96
COc1ccc(-c2cn3cccc(C)c3n2)cc1Br	6	9	100	101	-5	0.5	102	100	101	4	101
O=C(Cn1c(=O)sc2ccccc21)OC(CCl)CCl	21	12	102	98	6	0.2	102	104	104	1	102
O=C(c1cc(F)ccc1F)C1CCCN(C(=O)CCc2cnccn2)C1 (stereo not given)	10	9	?	?	-1	-0.3	?	?	?	0	?
Cc1csc(NC(=O)Nc2cccc(Cl)c2)n1	16	11	98	97	-14	0.0	98	97	98	2	98
CCC(C)Sc1nc2ccccc2c(=O)[nH]1 (stereo not given)	21	17	91	96	.	0.2	101	101	96	0	97
COc1ccc(S(=O)(=O)N(CC(=O)NCc2cccnc2)c2ccc(F)cc2)cc1OC	4	11	97	99	.	0.9	105	99	99	7	98
CCC1CCCCN1C(=O)Nc1cccc(NC(=O)N2CCCCC2CC)c1 (stereo not given)	16	21	96	97	-17	0.8	99	101	97	1	98
COc1ccc(-c2[nH]c(-c3ccccc3)nc2SCC(=O)NC2CCCC2)cc1	8	15	97	99	.	2.6	103	101	99	14	99
COc1ccccc1CN1C(=O)CN(C2CCCCCC2)C(=O)C1c1ccc(F)cc1 (stereo not given)	20	26	102	103	-14	2.5	99	101	103	1	102
C=CCNC(=S)NNC(=O)c1ccncc1	13	14	97	98	1	0.2	102	98	100	13	100
CC1CCCCN1C(=O)c1ccccc1OC1CCN(S(C)(=O)=O)CC1 (stereo not given)	6	7	93	95	15	-0.2	97	94	96	-1	93
CC1COC(C)(CC(=O)NN2C(=O)c3ccccc3C2=O)O1 (stereo not given)	17	13	101	98	4	1.2	102	102	99	1	99
Cc1cc(C)n2cc(CSc3nc4ccccc4s3)nc2n1	6	11	95	97	.	1.4	100	98	97	21	97
O=C(Nn1cnc2ccccc2c1=O)c1ccc([N+](=O)[O-])cc1	6	12	105	94	14	-0.7	100	95	98	1	97
Cc1ccc(NC(=O)Cc2ccc3c(c2)CCCC3)cc1C	12	25	99	98	.	0.4	100	99	99	3	98
Cc1cc(C(=O)N/N=C/c2cccc([N+](=O)[O-])c2)c(C)o1	31	13	98	98	.	-0.3	101	104	102	0	103
Cc1ccc[n+](-c2nc3ccccc3nc2C(=C=[N-])C#N)c1	61*!	11	100	97	-11&-10	0.3	102	101	100	2	99
N#CC(C(=O)Nc1ccc(Cl)cc1)=C1Nc2ccccc2N1	9	47	97	96	.	-0.1	95	97	95	2	98
Cc1noc(C)c1C(=O)OCC(=O)c1c(N)n(CC(C)C)c(=O)n(C)c1=O	15	7	97	97	3	1.2	98	97	97	8	100
O=C(/C=C/c1ccc(Cl)cc1)N1CCN(c2ccccc2[N+](=O)[O-])CC1	4	10	98	97	-13	1.6	94	95	94	11	98
O=C(Nc1ccon1)c1ccc(S(=O)(=O)N2CCCCCC2)cc1	9	7	104	98	.	0.4	105	102	103	1	102
Cc1ccc(OCC(=O)N(C)CCc2ccccn2)cc1	8	39	102	100	13	-0.2	102	101	101	-2	102
COc1ccc(-n2c(C)cc(C=O)c2C)cc1Cl	34	13	99	92	.	-0.1	95	97	94	-1	95
O=c1[nH]c(=S)[nH]c2c1C(c1cc([N+](=O)[O-])c(N3CCOCC3)cc1N1CCOCC1)O2 (stereo not given)	8	11	96	94	-73	1.6	101	99	95	11	96
c1ccn(-c2ncnc3sc4c(c23)CCCC4)c1	3	74	99	96	4	0.3	98	99	99	2	99
Oc1ccc(-c2nnc(SCC3CCCCC3)o2)cc1	11	63	101	100	14	0.1	106	105	99	2	101
O=C(O)c1ccc(NS(=O)(=O)c2ccc3c(c2)OCCO3)cc1	13	22	100	103	.	0.5	109	105	104	2	102
O=C(COC(=O)c1cnc(Cl)c(Cl)c1)NCc1cccs1	9	13	98	93	5	-0.1	96	95	97	1	95
COc1cc(NC(=O)CCC2CCCC2)cc(-n2cnnn2)c1	2	8	99	95	-11	1.2	97	98	97	14	98
Cc1ccc(-n2nnc3c(=O)n(CC(=O)OCc4ccccc4)cnc32)cc1	6	14	92	95	.	0.1	98	95	94	0	95
CCSc1ccc(C(=O)Nc2ccc(Br)cn2)cc1[N+](=O)[O-]	9	11	99	96	-13	0.2	95	91	98	4	93
O=C1c2ccccc2C(=O)N1OCc1ccc(Cl)cc1	38	11	98	99	.	0.1	101	102	99	1	101
Cn1c(=O)c2c(nc(CN3CCN(Cc4ccccc4)CC3)n2Cc2ccc(F)cc2)n(C)c1=O	8	21	105	102	.	5.5	108	101	100	6	102
COc1cc2[nH]c(=S)nc(NCCC(C)C)c2cc1OC	21	1	85	71*	-28	0.3	52*	56*	59*	3	64*
Cc1ccc(C)c(C(=O)CN2C(=O)NC3(CCCCCCC3)C2=O)c1	13	13	98	92	6	0.7	94	92	96	1	96
OC(CNCC(c1ccco1)N1CCCCC1)c1ccccc1 (stereo not given)	15	15	?	?	.	0.6	?	?	?	2	?
O=C(O)C1CCN(C(=O)c2ccco2)CC1	10	13	96	97	-9	0.5	96	98	98	2	99
O=C(c1ccco1)N1CCN(c2ccccc2F)CC1	12	10	104	98	.	0.6	106	105	101	5	102
Cc1ccc(N2C(=O)N(CC(=O)NC(N)=O)C(=O)C2C)cc1 (stereo not given)	11	17	96	97	6	0.1	101	100	100	1	98
Cc1sc(NC(=O)Cc2ccc3c(c2)OCO3)nc1-c1ccc2c(c1)CCN2C(=O)c1ccc(F)cc1	11	10	101	99	.	.	106	105	100	6	102
C=CCNC(=S)N1CCN(Cc2ccccc2)CC1	12	14	98	95	-32	0.1	101	100	98	0	98
CCc1ccccc1NC(=O)c1ccc(CN2CCC(Cc3ccccc3)CC2)cc1	9	10	97	100	.	0.6	103	98	101	1	98
Cc1ccccc1C(=O)Nc1sc(C)c(C)c1C(=O)c1ccccc1	4	7	97	93	-44	0.5	101	96	98	2	98
Cc1c(C(=O)C(=O)NCC2CCCO2)c2ccccc2n1C (stereo not given)	24	10	102	95	11	0.0	101	95	98	0	98
CC(C)CC(NC(=O)C(NC(=O)C1OC2OC(C)(C)OC2C2OC(C)(C)OC12)C(C)C)C(=O)O (stereo not given)	6	18	95	96	-8	0.3	100	97	97	1	97
Cc1ccc2nc(CSc3nnc(Nc4ccccc4C)s3)cc(=O)n2c1	3	6	91	94	22	0.3	96	94	94	1	93
Cc1c(NC(=O)c2cccc(-c3cc4ccccc4oc3=O)c2)cccc1-c1nc2ncccc2o1	11	10	97	98	-1	3.1	105	111	96	-6	97
COC(=O)C1=C(C)Nc2ccc(C)cc2S1	6	22	98	98	.	-0.3	105	101	100	-1	101
Nn1cc(-c2ccccc2)nc1SCC(=O)N1CCN(S(=O)(=O)c2ccccc2)CC1	10	15	105	100	.	0.8	105	106	106	2	106
CCCn1c(N)c(C(=O)CSc2nnc(-c3ccco3)n2Cc2ccccc2)c(=O)[nH]c1=O	38&24	13&10	93	96	.	0.2&1.1	98&102	97&105	95	0&4	97
Cc1nn(C)c(C)c1NC(=O)CSc1nc(C2CC2)nc2c1cnn2-c1ccccc1	35	18	103	99	-11	0.1	101	101	101	0	101
CCOC(=O)c1c(/N=C/C2C(=O)CCCC2=O)sc2c1CCCC2	8	9	102	92	3	1.6	94	91	95	6	94
(list continues)
SMILES	Avidin fluor	GSH bead fluor	Rab7 wt GTP bind	Rac1 act GTP bind	Pf gametocyte	ABCB1 inh	Rac1 wt GTP bind	Cdc42 wt GTP	Rab2A wt mod	ABCG2 inh	HRas wt GTP bind
Cc1ccc(C)n1-c1ccc(NC(=O)c2ccccc2)cc1	9	5	94	103	-17	-0.4	104	102	101	-3	98
Cn1c(=O)[nH]c(=O)c2c1nc(CN1CCN(c3cccc(Cl)c3)CC1)n2CCCc1ccccc1	7	18	97	97	.	2.9	102	95	97	3	98
CC(=O)N(C(C)=O)c1ncnc2c1c(-c1ccc(Cl)cc1)nn2C(C)(C)C	9	18	99	94	-15	0.7	97	97	97	5	95
COc1ccc(-c2nc(-c3cccc(C)c3)[nH]c(=O)c2C#N)cc1	10	31	97	90	.	-1.3	98	92	96	-6	93
Cn1c(Cc2ccccc2)nnc1SCC(=O)N1CCOCC1	25	31	95	100	-54	0.4	102	99	100	4	98
O=[N+]([O-])c1cccc(Cl)c1NCCNS(=O)(=O)c1ccc(Cl)cc1	8	10	97	97	0	0.2	100	97	99	4	99
O=C(O)Cc1sc(Nc2ccc(F)cc2)nc1-c1cccs1	9	17	92	92	.	0.3	91	93	91	5	91
CCOc1cc(C)c(Cl)cc1S(=O)(=O)NCC1CCCO1 (stereo not given)	8	18	99	98	0	1.3	97	99	97	6	100
COc1ccc(CN2C(=O)C(O)(CC(=O)c3ccc4c(c3)OCO4)c3ccccc32)cc1OC (stereo not given)	17	33	98	99	5	1.9	101	101	102	37	99

Retrieved by structure from above, two records:
SMILES	Avidin fluor	GSH bead fluor	Rab7 wt GTP bind	Rac1 act GTP bind	Pf gametocyte	ABCB1 inh	Rac1 wt GTP bind	Cdc42 wt GTP	Rab2A wt mod	ABCG2 inh	HRas wt GTP bind
COc1ccc(-c2cn3cccc(C)c3n2)cc1Br	6	9	100	101	-5	0.5	102	100	101	4	101
Cc1nn(C)c(C)c1NC(=O)CSc1nc(C2CC2)nc2c1cnn2-c1ccccc1	35	18	103	99	-11	0.1	101	101	101	0	101
